Compound activity from PubChem BioAssay.
BAZ2B block: BAZ2B (human) inhibition. 360,000 compounds, 4.4% hits. AID 504333. Q9UIF8. AlphaScreen BAZ2B-H3K14Ac peptide displacement. Potency, µM (series often up to 114 µM), without a hit: top-dose activity change, negative = inhibition, hits mostly inhibitors; note: nearly all actives have a fitted effect of over 60% in size
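Multi-concentration screen (max 110 uM) measuring displacement of acetylated histone H3 peptide from BAZ2B by AlphaScreen, using 50 nM protein, 50 nM peptide and 10 ug/mL streptavidin donor plus Ni-chelate acceptor beads.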
Pin1 inh: inhibitors of human Pin1; Q13526; Pin1 FP peptide displacement, HiFluor488, 10 min; Potency, µM (titrated, usually from 115 µM), for the others: top-dose activity, negative = inhibition, usual class: inhibitors; 390,000 compounds, 0.009% hits; active = well fitted inhibition curve with a large enough effect in the polarisation, with a control signal flat, not every such curve was filed as active; inconclusive = small, poorly fitted or top-dose-only effect, or effect the other way, or a change in a side signal; inactive = no such curve, though single readings can be large or run the other way; the % refers to the polarisation
G9a inh: blocks human histone lysine methyltransferase G9a | G9a H3K9 monomethylation, AlphaScreen, 2 h | Potency, µM (top dose mostly 102 µM), without a hit: top-dose activity, negative = inhibition, hits mostly inhibitors | 350,000 compounds, 8.8% hits; note: nearly all actives have a fitted effect of over 75% in size
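G9a (20 nM) preincubated 15 min RT with compounds, then 500 nM biotinylated H3K9 peptide and 20 uM SAM added; 2 h RT reaction. Monomethyl-H3K9 product detected by AlphaScreen with anti-H3K9me1 antibody, streptavidin donor and anti-rabbit IgG acceptor beads.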
JMJD2A Tudor: inhibitors of human JMJD2A Tudor domain | O75164 | AlphaScreen JMJD2A-Tudor / H3K4me3 peptide binding | Potency, µM (series often up to 114 µM), for inactives: at the top dose activity change, negative = inhibition, actives largely listed as inhibitors | 390,000 compounds, 4.4% hits | AID 504339; note: nearly all actives have a fitted effect of over 50% in size
Target sequence (O75164 whole entry, looked up, the tested form may be a part): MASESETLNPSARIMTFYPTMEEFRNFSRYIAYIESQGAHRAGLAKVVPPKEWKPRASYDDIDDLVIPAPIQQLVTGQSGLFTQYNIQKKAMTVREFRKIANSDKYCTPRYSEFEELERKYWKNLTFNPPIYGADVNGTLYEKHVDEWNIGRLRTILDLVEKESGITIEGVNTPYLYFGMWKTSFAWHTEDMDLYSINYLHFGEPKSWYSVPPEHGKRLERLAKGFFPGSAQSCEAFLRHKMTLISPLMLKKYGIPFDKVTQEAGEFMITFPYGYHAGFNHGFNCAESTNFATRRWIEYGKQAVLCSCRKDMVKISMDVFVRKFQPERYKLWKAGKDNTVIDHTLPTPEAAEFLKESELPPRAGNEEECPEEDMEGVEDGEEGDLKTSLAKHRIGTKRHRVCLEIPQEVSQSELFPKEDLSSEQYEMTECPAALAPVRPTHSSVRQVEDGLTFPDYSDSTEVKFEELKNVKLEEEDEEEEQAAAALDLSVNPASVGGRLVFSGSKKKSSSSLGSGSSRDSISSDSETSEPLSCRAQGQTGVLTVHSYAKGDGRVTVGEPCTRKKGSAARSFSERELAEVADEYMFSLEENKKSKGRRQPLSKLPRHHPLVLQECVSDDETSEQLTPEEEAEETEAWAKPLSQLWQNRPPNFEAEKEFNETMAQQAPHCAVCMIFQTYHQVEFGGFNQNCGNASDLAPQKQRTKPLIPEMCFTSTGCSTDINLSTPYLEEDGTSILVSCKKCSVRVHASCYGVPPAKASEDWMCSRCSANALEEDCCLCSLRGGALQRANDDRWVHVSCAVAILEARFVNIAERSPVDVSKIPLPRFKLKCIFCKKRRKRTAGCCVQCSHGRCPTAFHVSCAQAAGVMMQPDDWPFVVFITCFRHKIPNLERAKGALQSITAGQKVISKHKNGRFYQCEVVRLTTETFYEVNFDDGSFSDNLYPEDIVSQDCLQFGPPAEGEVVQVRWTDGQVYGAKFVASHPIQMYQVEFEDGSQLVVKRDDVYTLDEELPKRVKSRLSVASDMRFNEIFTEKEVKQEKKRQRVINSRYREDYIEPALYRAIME
Starred values were filed as active, the others as inactive; ? = inconclusive; nt = no result given; [ ] = dose if it differs, or a comment. Unless noted, calls come from the whole dose curve; as a rule, active = well fitted inhibition curve with a large enough effect; inconclusive = small, poorly fitted or top-dose-only effect; inactive = no such curve, though single readings can be large or run the other way. % is set by controls: 0 for no effect and ±100 for the full control effect; potency is the fitted concentration of half-maximal effect. A portion of the library. The share of hits here may be higher or lower than overall.

BAZ2B block	Pin1 inh	G9a inh	JMJD2A Tudor	molecule
?	nt	3.2µM*	nt	COc1ccccc1C1=Nn2c(COc3ccccc3)nnc2SC1
20µM*	nt	6%	nt	C/C(=N\Nc1nc2ccccc2[nH]1)c1ccccn1
?	nt	40µM*	nt	COC(=O)[C@@]1(Cc2ccc(OC)cc2)[C@H]2c3cc(C(=O)N(C)C)n(CCc4ccc(OC)c(Br)c4)c3C[C@H]2CN1C(=O)c1ccccc1
-12%	nt	6%	nt	CCN1CCc2c(sc(NC(=O)c3ccc4ccccc4c3)c2C(N)=O)C1
-24%	nt	-50%[59 µM]	nt	Cc1oc(-c2ccccc2Cl)cc1-c1nn2c(-c3ccco3)nnc2s1
1%	nt	2%[59 µM]	nt	CCOC(=O)C1CCN(C(=O)c2cn(-c3ccccc3)nc2-c2cccnc2)CC1
56µM*	nt	?	nt	Cc1nc2c(c(=O)n1Cc1ccco1)c1nc3ccccc3nc1n2Cc1ccccc1
1%	nt	7.1µM*	nt	C=C(C)CSc1nc2nc(C)c(Br)cc2[nH]1
?	nt	15%[59 µM]	nt	Nc1c(S(=O)(=O)c2cccc(Cl)c2)c2nc3ccccc3nc2n1/N=C/c1ccc(O)c(O)c1
8%	nt	0%	nt	CCCCc1nc2ccccc2c(=O)n1NC(=O)c1c(O)c2cccc3c2n(c1=O)CCC3
3%	nt	-15%	nt	CCOC(=O)c1cnc2cc(F)c(F)cc2c1N1CCN(C)CC1
3%	nt	8%	nt	COc1ccc(OC)c(S(=O)(=O)NC(N)=NCCc2ccccc2OC)c1
-7%	nt	11%	nt	CC(NC(=O)c1cc(=O)[nH]c2ccc(Br)cc12)c1ccccc1 (stereo not drawn)
10%	nt	-6%	nt	Cn1c(SCC(=O)N=Nc2c(O)[nH]c3ccccc23)nc2ccccc21
?	nt	4%[59 µM]	nt	COc1ccccc1/C=N/NC(=O)C1=NNC(c2ccccc2)(c2ccccc2)C1
?	nt	45µM*	nt	CCOc1cc(CNc2ccc3c(c2)CCC3)ccc1OC
7%	nt	-2%[59 µM]	nt	Cc1ccc(CNC(=O)/C(C#N)=C\c2ccc(N(C)C)cc2)cc1
?	nt	4%	nt	CCOc1ccc(NC(=O)CN2CCC(NC(=O)C3CCCCC3)CC2)cc1
2%	nt	-9%[59 µM]	nt	O=c1c2ccccc2oc2nc(-c3cccs3)n(CCc3ccccc3)c(=O)c12
-1%	nt	4%	nt	Cc1ccccc1NC(=O)COC(=O)c1cc(=O)c2ccccc2o1
nt	0%	nt	?	O=C1CCCC2=C1C1(CCCOC1)N=C(Nc1nc3ccccc3o1)N2 (stereo not drawn)
nt	23%	nt	-25%	COc1ccc([S+](=O)([O-])N2CCN([S+](=O)([O-])c3ccc4c(c3)OCCO4)CC2)c(OC)c1
nt	?	nt	79µM*	COc1ccccc1Nc1cc2ccccc2c(=O)[nH]1
nt	-4%	nt	-22%	COc1cc(C2Nc3ccccc3C(=O)N2Cc2ccccc2)ccc1OCc1ccc(NC(C)=O)cc1 (stereo not drawn)
nt	-4%	nt	-14%	COc1ccc(-c2nc3ccc(Cl)cc3c(=O)n2Cc2ccccc2)cc1COc1ccc(NC(C)=O)cc1
nt	2%	nt	-23%	COc1ccc(C=O)cc1COc1ccc(NC(C)=O)cc1
nt	-3%	nt	79µM*	O=C(O)c1ccccc1OC1=NS(=O)(=O)c2ccccc21
nt	35%[activator]	nt	?	Nc1ncc(-c2cccc(-c3nn4c(=O)cc(N5CCNCC5)nc4s3)c2)cn1
nt	4%	nt	-12%	Cc1ccc(CNc2ncnc3ccc(-c4c(C)noc4C)cc23)cc1
nt	13%	nt	?	COc1ccc(C2Nc3ccccc3C(=O)N2Cc2ccccc2)cc1Oc1ccc(NC(C)=O)cc1 (stereo not drawn)
nt	-9%	nt	-27%	Cn1nnnc1Sc1ncnc2scc(-c3cccc(Cl)c3)c12
nt	?	nt	?	COc1cccc(C2=Nn3c(nnc3-c3ccccc3C)SC2)c1
nt	-15%	nt	-15%	O=C(O)c1ccccc1SC1=NS(=O)(=O)c2ccccc21
nt	8%	nt	-29%	COc1ccc(Nc2nc(C#N)nc(NC3CCCC3)n2)cc1
nt	7%	nt	-32%	CN(Cc1cccs1)c1ncnc2ccc(-c3ccc4cnn(C)c4c3)cc12
nt	5%	nt	-21%	O=C1CCCC2=C1C1(CCCC1)N=C(Nc1nc3cc(Cl)ccc3o1)N2
nt	-4%	nt	-14%	O=C1CCc2cc(S(=O)(=O)Nc3cccnc3)ccc2N1
nt	4%	nt	-27%	Cc1cc2c(s1)c1cnn(Cc3c(F)c(F)c(C)c(F)c3F)c(=O)c1n2C
nt	0%	nt	-14%	O=[S+]([O-])(NC[C@H]1CCC[C@H](CN[S+](=O)([O-])c2c(F)cccc2F)C1)c1ccc2c(c1)OCCO2
nt	7%	nt	-16%	O=C1CCc2cc(S(=O)(=O)Nc3ccc4ncccc4c3)ccc2N1
nt	-3%	nt	4%	O=C1CCc2cc(S(=O)(=O)Nc3cccc(B(O)O)c3)ccc2N1
nt	-2%	nt	-16%	O=C1CN(S(=O)(=O)c2ccc3c(c2)OCCO3)CCN1S(=O)(=O)c1c(F)cccc1F
nt	-2%	nt	?	COc1ccc(CN(Cc2ccccc2)C(=O)c2ccccc2N)cc1COc1ccc(NC(C)=O)cc1
nt	?	nt	-26%	O=C(CNC(=O)c1ccc2n[nH]nc2c1)OC(C(=O)Nc1cc(C(F)(F)F)ccc1Cl)c1ccccc1 (stereo not drawn)
nt	0%	nt	56µM*	Cn1cncc1CNc1ncnc2ccc(-c3ccc4c(c3)OCO4)cc12
nt	21%	nt	-18%	Cc1ccc(S(=O)(=O)Nc2ccc(NS(=O)(=O)c3ccc(C)cc3)c3ncccc23)cc1
nt	-6%	nt	-22%	O=C1CCCC2=C1C(c1ccccc1Cl)N=C(Nc1nc3ccccc3o1)N2 (stereo not drawn)
nt	0%	nt	-21%	CC(C)(C)c1ccc(C(=O)NCC(=O)OC(C(=O)Nc2cc(C(F)(F)F)ccc2Cl)c2ccccc2)cc1 (stereo not drawn)
nt	7%	nt	-14%	O=C1CCc2cc(Cl)c(S(=O)(=O)Nc3ccc(Cl)c(Cl)c3)cc2N1
nt	28%	nt	?	COc1cccc(C2c3c(ncn(-c4ccccn4)c3=N)Oc3ccc4ccccc4c32)c1 (stereo not drawn)
nt	-2%	nt	-16%	O=C1CCCC2=C1C1(CCS(=O)(=O)C1)N=C(Nc1nc3ccccc3o1)N2 (stereo not drawn)
nt	1%	nt	-6%	COc1cc(F)c(S(=O)(=O)N2CCN(S(=O)(=O)c3cccs3)CC2)c(F)c1
nt	-3%	nt	-21%	N#Cc1nc(Nc2ccc(F)cc2)nc(NC2CCCC2)n1
nt	27%	nt	?	N=c1c2c(ccn1CCc1ccccc1)Oc1ccc3ccccc3c1C2c1ccccc1 (stereo not drawn)
nt	9%[230 µM]	nt	-26%[229 µM]	O=C1Cc2cc(S(=O)(=O)N3CCN(c4ccc(F)cc4)CC3)ccc2N1
nt	1%	nt	-14%	O=C(COC(=O)CNC(=O)c1ccccc1)Nc1cc(C(F)(F)F)ccc1Cl
nt	?	nt	-16%	Cc1ccc(Nc2nc(C#N)nc(NC3CCCC3)n2)cc1
nt	27%	nt	-14%	O=S(=O)(c1ccc2c(c1)OCCO2)N1CCN(S(=O)(=O)c2c(F)ccc(O)c2F)CC1
nt	-2%	nt	-19%	COc1ccc(-c2nnc3n2N=C(c2ccccc2OC)CS3)c(OC)c1
nt	-3%	nt	-32%	CC(C)(C)OC(=O)CC(=O)NNC(=O)c1nc2ccccc2[nH]1

Next part
BAZ2B block	Pin1 inh	G9a inh	JMJD2A Tudor	molecule
nt	20%	nt	-22%	COc1cc(Cl)c(C)cc1NC(=O)C(OC(=O)CNC(=O)c1ccccc1)c1ccccc1 (stereo not drawn)
nt	-15%	nt	-10%	O=S(=O)(c1ccc2c(c1)OCCO2)N1CCN(S(=O)(=O)c2ccccc2Cl)CC1
nt	0%	nt	-21%	O=C(CNC(=O)c1ccccc1Cl)OC(C(=O)Nc1cc(C(F)(F)F)ccc1Cl)c1ccccc1 (stereo not drawn)
nt	-21%	nt	?	COc1ccc2ncnc(NCC3CCCO3)c2c1-c1ccc2c(c1)OCO2 (stereo not drawn)
nt	0%	nt	-11%	O=C(NCc1ccccc1)n1cc(P(=S)(c2ccccc2)c2ccccc2)c2ccccc21
nt	1%	nt	14%	CCn1c2cc(C)sc2c2cnn(Cc3ccccc3F)c(=O)c21
nt	5%	nt	-36%	COc1ccc(-c2nnc3n2N=C(c2ccccc2OC)CS3)cc1
nt	0%	nt	-14%	O=S(=O)(c1ccc2c(c1)OCCO2)C1CCN(S(=O)(=O)c2c(F)cccc2F)CC1
nt	-2%	nt	-13%	Cc1cc2c(s1)c1cnn(Cc3c(F)c(F)cc(F)c3F)c(=O)c1n2C
nt	-1%	nt	1%	CC(C)(C)OC(=O)Nc1ncnc2c1C(c1ccccc1)c1c(ccc3ccccc13)O2 (stereo not drawn)
nt	1%	nt	-18%	CC(C)(C)OC(=O)NCc1nnc(C(C(=O)OCc2ccccc2)c2ccccc2)s1 (stereo not drawn)
nt	15%	nt	?	COc1cccc(C2c3c(ncn(-c4ccccc4C)c3=N)Oc3ccc4ccccc4c32)c1 (stereo not drawn)

Structures above containing an aryl thioether with sulfur outside any ring:
BAZ2B block	Pin1 inh	G9a inh	JMJD2A Tudor	molecule
1%	nt	7.1µM*	nt	C=C(C)CSc1nc2nc(C)c(Br)cc2[nH]1
10%	nt	-6%	nt	Cn1c(SCC(=O)N=Nc2c(O)[nH]c3ccccc23)nc2ccccc21
nt	-9%	nt	-27%	Cn1nnnc1Sc1ncnc2scc(-c3cccc(Cl)c3)c12

Records listed above printed as active in G9a inh:
BAZ2B block	Pin1 inh	G9a inh	JMJD2A Tudor	molecule
?	nt	3.2µM*	nt	COc1ccccc1C1=Nn2c(COc3ccccc3)nnc2SC1
?	nt	40µM*	nt	COC(=O)[C@@]1(Cc2ccc(OC)cc2)[C@H]2c3cc(C(=O)N(C)C)n(CCc4ccc(OC)c(Br)c4)c3C[C@H]2CN1C(=O)c1ccccc1
1%	nt	7.1µM*	nt	C=C(C)CSc1nc2nc(C)c(Br)cc2[nH]1
?	nt	45µM*	nt	CCOc1cc(CNc2ccc3c(c2)CCC3)ccc1OC

The list continues:
BAZ2B block	Pin1 inh	G9a inh	JMJD2A Tudor	molecule
nt	-7%	nt	-7%	Cc1ccc(Cl)cc1NS(=O)(=O)c1cc2c(cc1F)NC(=O)CC2
nt	13%	nt	-10%	COc1ccc2nc(-c3ccc(N(C)C)cc3)sc2c1
nt	?	nt	-8%	Cc1ccccc1S(=O)(=O)N1CCN(S(=O)(=O)c2ccc3c(c2)OCCO3)CC1
nt	?	nt	-19%	O=C(CNC(=O)c1ccncc1)OC(C(=O)Nc1cc(C(F)(F)F)ccc1Cl)c1ccccc1 (stereo not drawn)
nt	-6%	nt	-28%	COc1ccc(C(=O)N(Cc2cccs2)Cc2cccs2)c(O)c1
nt	-7%	nt	-21%	COc1ccc(C2=Nn3c(nnc3-c3ccc(OC)c(OC)c3)SC2)cc1
nt	0%	nt	-18%	CC(=O)N1CCc2cc(S(=O)(=O)N3CCN(S(=O)(=O)c4c(F)cccc4F)CC3)ccc21
nt	-2%	nt	0%	O=S(=O)(c1ccc2c(c1)OCCO2)N1CCN(S(=O)(=O)c2cc(F)c(F)cc2F)CC1
nt	1%	nt	-11%	O=[S+]([O-])(c1ccc2c(c1)OCCO2)N1CCN([S+](=O)([O-])c2ccc(F)cc2Cl)CC1
nt	9%	nt	-11%	O=[S+]([O-])(c1ccc2c(c1)OCCO2)N1CCN([S+](=O)([O-])c2cc(Cl)ccc2F)CC1
nt	3%	nt	-16%	O=C1CCc2cc([S+](=O)([O-])NC3CCOCC3)ccc2N1
nt	17%	nt	28µM*	COc1cccc(C2c3c(ncn(CCCN4CCOCC4)c3=N)Oc3ccc4ccccc4c32)c1 (stereo not drawn)
nt	22%	nt	-31%	O=C1Cc2cc(S(=O)(=O)N3CCN(c4ccc([N+](=O)[O-])cc4)CC3)ccc2N1
